# From PubChem
# ARNT TACC3 PPI – ARNT/TACC3 interaction disruption. AlphaScreen His-ARNT PAS-B/GST-TACC3 binding, luminescence; TACC3 fragment carries E629A point mutation. Q9Y6A5. inhibition, % at 9.99 µM. 390,000 tested, 0.66% active;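 active = mean inhibition of replicates at least 50% and at least half of replicates each reaching 50%; inconclusive = half or more replicates reach 50% but mean below 50%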;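 note: 0% = complete ARNT plus TACC3 wells and 100% = ARNT alone without TACC3; many hits fall short of the cut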
# DENV2 CPE rescue – inhibitors of DENV2 cytopathic effect. DENV2-infected cells, cytopathic effect rescue, plate reader. CPE inhibition, % at 9.99 µM. 350,000 tested, 1.7% active; in the data active = CPE inhibition above about 20%, passing the limit was not always enough; inconclusive = no clear call, values can overlap the other calls; tested in BHK-21 cells;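 note: 0% = median of neutral control wells and 100% = median of positive control wells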
# PAX8 reporter – lowers PAX8-driven luciferase in RMG-I cells; RMG-I TPO-luciferase reporter, SteadyGlo, 24 h; inhibition, % at 12.6 µM; 360,000 tested, 1.2% active; AID 652154;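 active = mean replicate inhibition at least 60% with every replicate also reaching 60%; inconclusive = only one of the two criteria is met; inactive = mean below 60% and not all replicates reaching 60%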;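 note: luciferase light reporting Pax8 driven TPO promoter activity; plate controls were median of neutral control wells for no effect and mitoxantrone controls for full effect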
# EWS-Fli inh – inhibitors of EWS/Fli oncoprotein transcriptional activity | A673 NR0B1-luciferase reporter, viability-normalised | AID 651661 | 350,000 tested, 0.67% active | inhibition, % at 12.6 µM;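 active = mean inhibition of at least 50% after viability correction, with every replicate also passing that limit; inconclusive = mean reaches 50% but only one of two replicates passes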;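 note: firefly luciferase signal divided by Alamar Blue viability fluorescence both relative to DMSO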
# SIRT5 block – inhibitors of human sirtuin-5 desuccinylase. Q9NXA8. Purified SirT5, succinyl-peptide AMC, trypsin-coupled fluorescence. inhibition, % at 15 µM. 330,000 tested, 1.1% active. AID 652115; in the data active = inhibition above about 15%; inconclusive = no clear call, values can overlap the other calls
# Target sequence (Q9NXA8 whole entry, looked up): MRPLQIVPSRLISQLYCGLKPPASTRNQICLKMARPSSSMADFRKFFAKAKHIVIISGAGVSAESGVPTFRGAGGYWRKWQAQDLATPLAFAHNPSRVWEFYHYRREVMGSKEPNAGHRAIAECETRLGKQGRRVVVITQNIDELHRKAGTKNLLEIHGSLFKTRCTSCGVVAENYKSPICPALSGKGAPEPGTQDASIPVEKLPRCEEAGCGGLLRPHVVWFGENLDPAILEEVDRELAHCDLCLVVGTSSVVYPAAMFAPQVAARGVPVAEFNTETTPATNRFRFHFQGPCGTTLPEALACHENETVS
# Casp6 inh – caspase-6 (human) enzyme inhibition | inhibition, % at 12.5 µM | 350,000 tested, 0.53% active | purified caspase-6, Z-VEID-R110 cleavage fluorescence;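 active = mean inhibition across replicates at least about 35%, with every replicate also reaching that limit, limit read from the data; inconclusive = only one of the two criteria met; inactive = neither criterion met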;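 note: 0% = median of neutral control wells and 100% = no fluorescence left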
# Target sequence (P55212 24-179 limits assumed): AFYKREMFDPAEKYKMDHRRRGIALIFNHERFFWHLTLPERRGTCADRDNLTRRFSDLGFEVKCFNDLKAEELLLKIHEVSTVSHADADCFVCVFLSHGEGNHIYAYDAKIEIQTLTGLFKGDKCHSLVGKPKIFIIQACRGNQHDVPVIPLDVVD
# Target sequence (P55212 194-293 limits assumed): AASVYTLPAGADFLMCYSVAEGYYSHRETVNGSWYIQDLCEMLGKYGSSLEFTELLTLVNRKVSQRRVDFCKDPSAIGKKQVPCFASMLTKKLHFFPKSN
# LGR2 antag – inhibitors of bursicon-induced Drosophila LGR2 receptor cAMP signaling; HEK293 LGR2, CRE-luciferase, bursicon-stimulated, 4 h; inhibition, % at 9.99 µM; 380,000 tested, 0.35% active;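 active = drop in luminescence signal, shown as inhibition above about 50% in the replicate tests, limit read from the data, passing the limit was not always enough; inconclusive = probably only some replicates passing the limit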;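 note: agonist challenge used bursicon conditioned medium at about half maximal strength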
# Active calls of the source: *; ? = inconclusive; nt = no result given; & = joins results of further samples. No enrichment for hits; 4.9% or so of the library scored in one or more.
SMILES,ARNT TACC3 PPI,DENV2 CPE rescue,PAX8 reporter,EWS-Fli inh,SIRT5 block,Casp6 inh,LGR2 antag
Cc1noc(C)c1S(=O)(=O)Nc1ccc2c(c1)C(=O)N([C@@H](C)CO)C[C@H](C)[C@H](CN(C)C(=O)NC1CCCCC1)OCCCC[C@@H](C)O2,-7,3,3,7,-3,-3,-5
CC(C)(c1ccccc1)c1ccc(OCC(O)CNC2CCN(Cc3ccccc3)CC2)cc1 (stereo not given),17,-8,80*,25,2,4,104*
Cc1cc(=O)oc2cc(OCc3ccc(C(=O)OCC(=O)NC4CCS(=O)(=O)C4)cc3)ccc12 (stereo not given),1,2,-25,-8,-1,14,-14
CN(CCO)c1nc2c(c(=O)n(Cc3ccc(Cl)cc3)c(=O)n2C)n1C,nt,14,-8,-7,-2,1,1
COc1cccc(S(=O)(=O)N(C)C[C@@H]2Oc3cc(C4=CCCCC4)ccc3S(=O)(=O)N([C@@H](C)CO)C[C@@H]2C)c1,-6,-2,?,17,21*,nt,19
Cc1ccc(N(C(=O)Cn2nnc3ccccc32)C(C(=O)NC2CCCCC2)c2cn(C)nc2C)cc1 (stereo not given),-1,nt,nt,-5,-1,7,3
COc1ccc(C(=O)C(C)OC(=O)c2cccc(S(=O)(=O)Nc3c(C)n(C)n(-c4ccccc4)c3=O)c2)cc1 (stereo not given),-4,-2,-2,5,-1,2,14
Cn1cnc([N+](=O)[O-])c1Oc1ccc2ccccc2c1,22,nt,2,nt,nt,nt,-8
Cc1ccn2c(c1)nc(=O)c1cc(S(=O)(=O)N3CCOCC3)ccc12,5,5,3,-1,-13,3,11
CCOc1ccccc1CN1CCN(C2CCN(c3ccccc3F)CC2)CC1CCO (stereo not given),9,1,21,6,-1,2,-7
COc1ccc2c3c(n(C)c2c1)[C@H](CO)N(C(=O)c1ccccc1)CC31CN(CC2CC2)C1,nt,-1,nt,-6,nt,nt,-13
CCCNC(=O)N1CC2(CN(C(=O)C3CCCCC3)C2)c2c([nH]c3cc(OC)ccc23)[C@H]1CO,nt,0,-6,-1,-3,2,-9
CCOc1ccc(S(=O)(=O)N2CCOCC2)cc1NC(=O)CN1C(=O)NC(CC)(c2ccccc2)C1=O (stereo not given),nt,0,nt,nt,-3,3,0
CC(=O)c1ccc(NC(=O)CCc2nnc3ccc(N4CCC5(CC4)OCCO5)nn23)cc1,4,1,-92,-72,2,-8,-14
C[C@@H]1CN([C@@H](C)CO)C(=O)c2cccc(NC(=O)C3CCCCC3)c2O[C@@H]1CN(C)Cc1ccccc1,nt,-9,nt,-7,-2,1,-5
CC(=O)Nc1ccc(C(=O)COC(=O)CCN2C(=O)C3CC=CCC3C2=O)cc1 (stereo not given),-9,19,11,nt,-1,0,30
CCOc1c(S(=O)(=O)NC2CC(C)(C)NC(C)(C)C2)ccc(Cl)c1Cl,21,13,0,2,-3,1,14
Cc1c(NC(=O)COC(=O)Cc2ccc(Br)cc2)c(=O)n(-c2ccccc2)n1C,0,-1,12,-1,-4,1,5
C[C@H]1COC(=O)[C@H](CC(=O)OC(C)(C)C)C/C=C\C[C@@H](CC(=O)N(CCO)Cc2ccccc2)C(=O)N1,4,10,-2,-7,-2,3,11
CN(Cc1ccccc1)C(=O)c1csc([C@@H]2O[C@H](CO)[C@@H](O)[C@H]2O)n1,nt,4,-18,-14,nt,2,7

# The final 2 records of the part above are carried over, then new ones follow:
SMILES,ARNT TACC3 PPI,DENV2 CPE rescue,PAX8 reporter,EWS-Fli inh,SIRT5 block,Casp6 inh,LGR2 antag
C[C@H]1COC(=O)[C@H](CC(=O)OC(C)(C)C)C/C=C\C[C@@H](CC(=O)N(CCO)Cc2ccccc2)C(=O)N1,4,10,-2,-7,-2,3,11
CN(Cc1ccccc1)C(=O)c1csc([C@@H]2O[C@H](CO)[C@@H](O)[C@H]2O)n1,nt,4,-18,-14,nt,2,7
Cc1nn(Cc2noc(C(=O)NC3CCC(C)CC3)n2)c(C)c1Br (stereo not given),-2,-5,-3,nt,-3,-3,-2
CCC1CCC/C1=N\NC(=O)c1ccccc1Cl (stereo not given),nt,0,-17,3,2,-2,9
COc1ccc(N2CCN(C(=O)CCCNC(=O)Cn3cnc4sc(C)c(C)c4c3=O)CC2)cc1,-2,9,-11,13,-1,-3,7
CCS(=O)(=O)CCSC(=N)N,-2,0,nt,7,-1,-1,6
COC(=O)c1sccc1NC(=O)/C=C/c1ccc(Cl)cc1Cl,-5,nt,4,-18,nt,nt,-23
Cc1ccsc1C(=O)N1CCCC(N2CCN(c3cccc(Cl)c3)CC2)C1 (stereo not given),-25,-7,12,-4,-1,-1,9
Cc1ccc(/C(=N\S(=O)(=O)c2ccc(Br)cc2)Nc2ccccc2C)cc1,-5,-4,22,9,-4,-2,1
CCOC(=O)c1c(C)n(C)c2c1cc(OC(C)=O)c1ccccc12,-6,4,-26,3,-2,-1,2
CCCN1C[C@H](C)[C@@H](OC)CN(C)C(=O)c2cc(NS(=O)(=O)c3cn(C)cn3)ccc2OC[C@H]1C,-3,nt,1,6,-2,3,-15
O=C(c1cccnc1)N1CC2(C1)[C@@H](c1ccccc1)[C@@H](CO)N2Cc1ccc(Cl)cc1,nt,-15,0,-1,-2,nt,-1
O=C(NC[C@@H]1CC[C@@H]2[C@@H](CN2C(=O)C2CCOCC2)O1)Nc1ccccc1Cl,nt,-2,-1,-1,-15,-3,nt
CCC(=O)Nc1ccc2c(c1)C(=O)N(C)[C@@H]1CC[C@H](CC(=O)NCCc3ccccc3)O[C@H]1CO2,-10,6,4,2,-2,-2,-10
COc1ccc(N2CCN(Cc3nc(Cc4cccc(F)c4)no3)C(C)C2)cc1 (stereo not given),17,5,9,-3,1,0,-4
O=C(Nc1cccc(Cl)c1)N1C[C@H]2[C@@H](c3ccccc31)[C@H](CO)N2C(=O)C1CC1,5,-10,-11,-5,-2,-3,-3
C[C@@H]1CN([C@H](C)CO)S(=O)(=O)c2ccc(C#Cc3ccccc3)cc2O[C@@H]1CN(C)C(=O)C1CC1,-4,2,nt,17,8,1,21
Cc1nc2cc(-c3ccc(F)cc3)[nH]n2c(=O)c1C,0,-2,-128,-101,-8,1,-55
C[C@@H]1CN([C@@H](C)CO)C(=O)c2cc(NC(=O)Cc3cn(C)c4ccccc34)ccc2O[C@H]1CN(C)C(=O)Nc1ccccc1,-11,35*,7,-2,nt,0,4
COc1ccc(N2C(=S)NC3c4cc(Cl)ccc4OC2(C)C3C(=O)N(C)C)cc1 (stereo not given),4,2,20,5,-7,4,13
CN(CCC1CCOCC1)C(=O)CC1C(=O)NCCN1Cc1cccc(F)c1 (stereo not given),3,9,-7,-5,-3,1,4
CN1CCN(C(=O)C2=C[C@H](c3ccccc3)C[C@H](OCc3ccc(CO)cc3)O2)CC1,4,?,-8,1,nt,1,-23
Cc1cc(=O)[nH]c(-c2ccc(Cl)cc2)n1,-32,?,16,5,1,-2,nt
CCOc1ccc(N(CC(=O)Nc2ccccc2OC)S(=O)(=O)c2ccccc2)cc1,2,-4,12,35,-1,2,12
C[C@H](CO)N1C[C@H](C)[C@H](CN(C)C(=O)Nc2ccc(C(F)(F)F)cc2)Oc2c(NC(=O)c3ccncc3)cccc2C1=O,-1&2,-8&-6,9&-11,1&-8,-4&0,-1&4,14&-1
Cc1nn(-c2ccccc2)c(NC(=O)c2cccs2)c(-c2ccc(Cl)cc2)c1=O,-56,nt,11,nt,nt,nt,-6
COc1cccc(CN(C)C(=O)c2ccc(NS(=O)(=O)c3ccc(F)cc3)cc2)c1OC,nt,6,7,10,1,-1,-2
C[C@@H]1CCCCO[C@H](CN(C)C(=O)Nc2cccc3ccccc23)[C@H](C)CN([C@@H](C)CO)C(=O)c2cc(NS(C)(=O)=O)ccc2O1,3,0,6,-5,4,-2,12
C[C@@H]1CN([C@@H](C)CO)C(=O)c2cc(NS(=O)(=O)c3ccccc3)ccc2O[C@H]1CN(C)Cc1ccncc1,-5,9,-5,1,-3,5,3
CCCc1cc(=O)oc2cc(C)cc(OCC(=O)NCc3ccncc3)c12,-2,2,-9,nt,-15,1,-5
C/C(=N\N1CCN(C2c3ccccc3-c3ccccc32)CC1)c1ccco1,-25,nt,3,2,-7,-1,9
CC(OC(=O)CCC1CCCC1)C(=O)Nc1ccccc1[N+](=O)[O-] (stereo not given),17,4,0,-9,-2,4,5
Cc1ccc(CNC(=O)CCC(=O)Nc2nnc(C3CCCCC3)s2)cc1,-6,-2,-45,5,-5,-4,nt
O=c1[nH]c(CSc2nnnn2-c2ccccc2)nc2ccccc12,-5,-10,9,2,1,-2,-23
CCN(CC)C(=O)CC(c1ccc(N(C)C)cc1)c1c(OC)cc(OC)c2ccc(=O)oc12 (stereo not given),10,1,2,5,-4,-2,-3
Cn1c(=O)c2sccc2n2c(CCCC(=O)N3CCN(c4ccccn4)CC3)nnc12,8,-4,9,-22,-1,-2,-4
C[C@H](O)C#Cc1ccc([C@@H]2[C@H](CO)N3CCCCN(C(=O)c4ccc5c(c4)OCO5)C[C@@H]23)cc1,2,-1,6,-8,2,0,0
CN(c1ccccc1)S(=O)(=O)c1ccc2c(c1)OCCO2,0,7,-17,-7,-1,3,18
N#Cc1ccsc1NC(=O)CCc1ccccc1,0,5,-63,-70,-2,-2,-37
NC(=S)Nc1ccc(Oc2ccc(NC(N)=S)cc2)cc1,2,-5,nt,18,0,-7,-2
COc1cc(NC(=O)COC(=O)C=C(C)C)c(C)cc1[N+](=O)[O-],-3,12,-32,8,2,-3,nt
CCn1cc(C2C3=C(CC(C)(C)CC3=O)N(c3ccccc3)C3=C2C(=O)CC(C)(C)C3)c(C)n1,-9,nt,4,nt,nt,nt,1
CC1(Oc2cnc(Cl)c3ccccc23)CCN(Cc2ccc(OC(F)(F)F)cc2)C1 (stereo not given),nt,-8,6,7,3,46*,-13
CCOc1ccc(N=C(NN)c2ccc3ccccc3n2)cc1,-1,nt,-26,nt,nt,nt,?
CCOC(=O)c1c(NC(=O)CN2CCC(C)CC2)sc(C)c1C,-7,-4,11,5,-4,-5,-2
COc1ccc(S(=O)(=O)N(C)C[C@@H]2OCCCC[C@@H](C)Oc3ccc(NC(=O)CCCN(C)C)cc3C(=O)N([C@H](C)CO)C[C@H]2C)cc1,-8,-7,6,-5,-6,0,19
O=C(c1ccccc1)c1ccc(N2CCOCC2)cc1,-8,7,-184,-76,3,-32,nt
NNc1cccc(C=Cc2ccccc2)cc1=O,-3,-2,-153,-70,0,18,-39
CC1CC(=Cc2ccc(N)cc2)C(=O)O1 (stereo not given),-22,-4,-69,-28,nt,2,-29
COc1cc(NC(=O)c2cccs2)ccc1NC(=O)c1cc2ccccc2o1,-12,2,15,-2,-9,2,24
COc1ccc(C(=O)Nc2ccncc2)cc1OC,-31,-13,nt,nt,4,-6,-12
CCOC(=O)N1CCC(N(CCN(C)C)C(=S)Nc2ccccc2OC)CC1,-5,6,-48,-4,0,-16,1
COc1cccc(OC)c1C(=O)N1CCN(c2c(Cc3ccccc3)c(C)nc3ncnn23)CC1,-4,6,nt,-56,-1,-2,-4
COc1ccccc1/C=C/C=N/NC(=O)c1ccccn1,17,6,-160,-66,0,-1,nt
COc1cccc(C#Cc2ccc3c(c2)O[C@@H](CN(C)S(=O)(=O)c2ccccc2F)[C@@H](C)CN([C@H](C)CO)S3(=O)=O)c1,-9,5,-8,-5,4,3,14
O=C(/C=C/c1ccco1)Nc1ccc(-c2nc3ccccc3[nH]2)cc1,0,nt,36,nt,nt,nt,-26
O=C(COC(=O)c1sc2ccccc2c1Cl)Nc1ncc(Cl)cc1Cl,nt,-5,10,12,-1,-2,12
O=C(Nc1ccccn1)c1ccc(S(=O)(=O)c2ccc(Cl)cc2)cc1,-4,8,2,7,-2,-2,3
CN(C)c1ccc(NC(=O)Nc2ccc3c(c2)c(=O)n(C)n3Cc2ccccc2)cc1,nt,7,17,5,-3,3,-14
O=C(Nc1nccs1)C1CC(=O)N(c2ccc(Cl)cc2)C1 (stereo not given),-2,-4,-3,9,-1,-1,5
CCOC(=O)C1(CCCc2ccccc2)CCN(Cc2cnc(C)s2)CC1,-3,-2,12,12,nt,2,-11
CCOc1ccc(NS(=O)(=O)c2cc3c4c(c2)CCN4C(=O)CC3)cc1,-1,0,1,19,2,2,-7
